LRH-1 inv ag – inverse agonists of human LRH-1 (NR5A2). O00482. inhibition, % at 3.6 µM. HEK293T StAR-luciferase reporter, LRH-1 transfected, 24 h. actives 0.13% (n = 360,000);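 active means inhibition above the mean inhibition of all tested compounds plus 3 SD, cut at about 73% in these data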;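 further: 0% = DMSO wells and 100% = reporter-only cells lacking LRH-1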
SRC3 inh – inhibits human SRC3 coactivator; Q9Y6Q9; HEK293 GAL4-SRC3 luciferase reporter, luminescence; inhibition, % at 3.6 µM; actives 0.17% (n = 360,000); AID 588352;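 active means inhibition above a per-campaign cutoff, the mean of all compounds plus 3 SD, cut at about 60% in these data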;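 further: 0% = DMSO-treated cells and 100% = gossypol-treated cells at 36 µM; higher means less SRC3-driven luciferase light from the GAL4 reporter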
ABHD5-PLIN5 inh – blocks binding of human ABHD5 to perilipin-5 | Q00G26+Q8WTS1 | Split G. princeps luciferase complementation, luminescence, 4 h | inhibition, % at 4 µM | actives 0.78% (n = 360,000) | AID 602281;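 active means inhibition above the mean inhibition across every tested compound plus 3 SD, cut at about 22% in these data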;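 further: 0% = DMSO only wells and the 100% control is not disclosed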
MC4R antagonist – antagonists of human melanocortin 4 receptor (MC4R); MC4R-expressing cells, MTII-stimulated cAMP, LANCE TR-FRET; inhibition, % at 6.5 µM; actives 0.48% (n = 360,000);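 active means inhibition above its plate's cutoff, the mean of tested wells on that plate plus 3 SD, cut at about 29% in these data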;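 further: 0% = Melanotan II alone and 100% = Melanotan II plus saturating MCL0020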
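System: U2OS-MC4R stable cell line; Technique: Eu-cAMP/anti-cAMP TR-FRET, emission 671 nm; Repeats: single well per compound; Also added: Melanotan II; Dosing: one concentration, 6.5 µM nominal; Schedule: 30-min compound, 1-h challenge, 1-h detection, room temperature.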
NOD2-RIPK2 inh – blocks binding of human NOD2 to RIPK2; AID 624267; CHO BLA complementation NOD2-RIPK2, CCF4 ratio; inhibition, % at 4.98 µM; O43353; actives 0.38% (n = 360,000); in the data active means inhibition above about 21%;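 further: 0% = vehicle only and 100% = reference blocker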
Target sequence (O43353 whole entry, looked up): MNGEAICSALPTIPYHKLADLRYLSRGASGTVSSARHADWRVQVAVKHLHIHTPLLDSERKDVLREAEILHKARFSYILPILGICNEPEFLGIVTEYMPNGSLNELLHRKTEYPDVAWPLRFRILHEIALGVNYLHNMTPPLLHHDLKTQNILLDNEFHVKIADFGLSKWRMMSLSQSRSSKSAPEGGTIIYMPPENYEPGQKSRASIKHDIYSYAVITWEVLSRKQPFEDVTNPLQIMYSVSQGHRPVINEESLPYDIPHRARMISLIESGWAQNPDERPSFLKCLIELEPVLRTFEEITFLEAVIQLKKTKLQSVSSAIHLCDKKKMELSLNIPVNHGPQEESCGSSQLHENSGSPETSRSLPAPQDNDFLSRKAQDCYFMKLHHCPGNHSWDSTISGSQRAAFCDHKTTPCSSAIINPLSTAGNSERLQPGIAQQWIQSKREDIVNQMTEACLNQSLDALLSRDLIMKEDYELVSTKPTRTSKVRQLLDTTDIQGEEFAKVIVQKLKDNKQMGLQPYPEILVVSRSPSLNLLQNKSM
COUP-TFII inh – blocks human COUP-TFII nuclear receptor | P24468 | HEK293T NGFI-A luciferase reporter, luminescence | inhibition, % at 8.6 µM | actives 0.7% (n = 370,000) | AID 686940;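 active means inhibition above a per-plate cutoff, mean inhibition of test wells between control levels plus 3 SD, cut at about 38% in these data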;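 further: cells cotransfected with COUP-TFII expression vector driving the NGFI-A reporter; 0% = median of COUP-TF2 test wells and 100% = reporter-only cells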
Target sequence (P24468 whole entry, looked up): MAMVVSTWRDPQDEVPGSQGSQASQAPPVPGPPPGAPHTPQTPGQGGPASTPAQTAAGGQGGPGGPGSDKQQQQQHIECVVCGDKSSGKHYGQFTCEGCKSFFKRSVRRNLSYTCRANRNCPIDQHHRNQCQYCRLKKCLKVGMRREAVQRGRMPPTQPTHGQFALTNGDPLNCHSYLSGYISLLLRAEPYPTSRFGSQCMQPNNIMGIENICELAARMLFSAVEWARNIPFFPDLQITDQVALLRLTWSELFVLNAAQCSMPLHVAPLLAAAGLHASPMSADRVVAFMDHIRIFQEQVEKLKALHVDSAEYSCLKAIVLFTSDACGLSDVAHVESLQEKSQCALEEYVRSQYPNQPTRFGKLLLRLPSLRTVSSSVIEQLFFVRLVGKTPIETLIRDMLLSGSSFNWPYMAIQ
TLR9-MyD88 inh – inhibitors of human TLR9-MyD88 binding | CHO BLA complementation TLR9-MyD88, CCF4 FRET ratio | inhibition, % at 4.98 µM | actives 0.21% (n = 340,000) | AID 504734;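 active means inhibition above the mean over all tested compounds plus 3 SD, cut at about 21% in these data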;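 further: 0% = DMSO only wells and 100% = clavulanate BLA inhibitor control wells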
NCOA1 inh – human NCOA1 inhibition; actives 0.12% (n = 360,000); inhibition, % at 3.6 µM; HEK293 GAL4-SRC1 luciferase reporter, luminescence; Q15788;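 active means inhibition above the campaign mean plus 3 SD, with each screening campaign given its own cutoff, cut at about 60% in these data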;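 further: 0% = DMSO treated cells and 100% = gossypol at 36 µM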
EBV LMP1 NFkB – reduces LMP1-driven NF-kappaB luciferase signal; actives 0.69% (n = 350,000); inhibition, % at 12.5 µM; LMP1-induced NF-kappaB luciferase reporter cells, luminescence; in the data active means inhibition above about 41%;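 further: 0% = neutral control wells and 100% = reference inhibitor control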
MC4R barr agon – activates human MC4R beta-arrestin recruitment; U2OS MC4R beta-arrestin complementation, luminescence; percent of melanotan II response, DMSO zero; activation, % at 8.9 µM; actives 0.98% (n = 360,000); AID 540308;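 active means activation above a per-plate cutoff, the mean activation of sample wells on that plate plus 3 SD, cut at about 8% in these data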
SRC2 inh – inhibits human steroid receptor coactivator 2. inhibition, % at 9 µM. HEK293 GAL4-SRC2 luciferase reporter, luminescence. actives 0.17% (n = 370,000);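 active means inhibition above the mean inhibition of all tested compounds plus 3 SD, set per campaign, cut at about 52% in these data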;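 further: 0% = DMSO treated cells and 100% = cells given Gossypol at 36 µM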
* hit, by the source's call; . = not tested or not shown. These rows are one share of the data. The share of hits here may be higher or lower than overall.

LRH-1 inv ag	SRC3 inh	ABHD5-PLIN5 inh	MC4R antagonist	NOD2-RIPK2 inh	COUP-TFII inh	TLR9-MyD88 inh	NCOA1 inh	EBV LMP1 NFkB	MC4R barr agon	SRC2 inh	compound
7	20	-5	2	-3	24	3	5	-1	-0.8	37	O=C(Cc1ccc(-c2ccccc2)cc1)NNC(=S)NCc1ccco1
4	-6	3	16	-9	15	4	-14	-1	1.3	-8	O=C(CSc1nc(C(F)(F)F)cc(=O)[nH]1)N1CCC(Cc2ccccc2)CC1
-8	-37	-15	18	9	-17	1	-64	6	-0.5	1	Cc1csc(NC(=O)Cc2coc3cc(C)c(C(C)C)cc23)n1
4	0	14	-6	-3	17	-5	4	-5	-2.1	-6	CCCCn1c(N)c(N(CCOC)C(=O)C(C)Oc2ccc(Cl)cc2)c(=O)[nH]c1=O (configuration not stated)
-12	-13	-3	4	-10	-9	6	-9	0	4.2	17	Cc1noc(C)c1S(=O)(=O)N(C)C[C@H]1Oc2c(NS(=O)(=O)c3cn(C)cn3)cccc2C(=O)N([C@H](C)CO)C[C@@H]1C
-18	1	-6	-7	0	9	6	-12	2	-0.6	8	COc1ccc(S(=O)(=O)N2CCN(c3cccc(C)c3C)CC2)cc1
6	8	-2	1	-5	10	4	-7	-9	-0.9	-29	Cc1cc(C)n(CCCNC(=O)C2CCC(=O)N(CCc3ccc(Cl)cc3)C2)n1 (configuration not stated)
7	-11	-3	27	4	12	-2	-2	1	-2.9	15	CCOC(=O)Cc1csc(NC(=O)c2ccc([N+](=O)[O-])cc2[N+](=O)[O-])n1
6	6	-8	10	8	4	2	2	6	-0.9	6	Cc1ccccc1S(=O)(=O)N1[C@@H](c2ccccc2)C(C(=O)O)=CC[C@H]1c1ccc(Cl)cc1
6	11	-5	-7	1	5	5	-3	10	-0.3	14	COC(=O)Cc1ccc(NC(=S)N2CCN(c3cccc(O)c3)CC2)cc1
-31	-7	-3	-1	-6	-4	-1	-19	-2	-1.5	-15	Cc1ccccc1CSCC(=O)N1CCN(c2ccccc2)CC1
0	-15	-9	1	-14	-11	-8	-2	-3	-1.6	-2	COc1cc(C=O)ccc1Oc1ccc(S(=O)(=O)N2CCOCC2)cc1[N+](=O)[O-]
-1	-8	-1	8	-3	-4	1	1	-3	-1.0	23	CCc1ccccc1NC(=O)[C@@H]1CCC(=O)N1C1OC(=O)c2c1ccc(OC)c2OC (some centres not stated)
-22	-2	2	2	-2	-10	-9	-7	1	0.3	-4	CC(C)c1ccc(CNc2nnnn2C)cc1
-126	-96	-5	0	0	-52	-4	-110	-15	3.1	-61	Cc1ccc(SCCSc2ncccn2)cc1
-34	-52	-1	-9	-4	-37	6	-57	-22	-3.3	-53	Cc1cccc(NC(=O)NC(=O)c2ccccc2)n1
1	-13	-1	-6	-2	-2	-2	0	-5	1.6	-3	O=S1(=O)C[C@@H](N2CCN(c3ccccn3)CC2)[C@H](COCc2ccccc2)N1
16	-1	8	0	1	-12	-10	11	10	-1.2	-8	COc1ccc(NC(=O)CN(C)C(=O)c2cccc(S(=O)(=O)N3CCN(c4ccccc4)CC3)c2)cc1
-3	-4	5	2	-5	-8	-3	-3	2	-1.1	-11	COc1ccc(/C=N/n2cnnc2)cc1Cn1nc(C)c([N+](=O)[O-])c1C
14	2	7	-2	-6	-6	.	6	.	-0.5	-15	COc1ccc(NC(=O)[C@@H]2O[C@H](CO)[C@H](O)[C@H](O)[C@H]2O)cc1F
19	16	-1	33*	11	11	7	14	4	1.6	0	Cc1ccc(-c2nnc(Nc3ccc4c(c3)OCO4)c3ccccc23)cc1S(N)(=O)=O
8	5	-2	9	-4	11	-4	5	-4	-1.9	3	CC(=O)NCCC(=O)Nc1cc(S(=O)(=O)N2CCOCC2)ccc1N1CCOCC1
6	8	10	6	1	-1	0	-3	4	0.2	14	CCOC(=O)CCc1c(C)c2ccc(OC(C)C(=O)OCC)c(C)c2oc1=O (configuration not stated)
4	10	2	-1	-2	12	1	-7	-3	-1.1	-4	COC(=O)[C@@H](NC(=O)NCc1ccccc1F)C(C)C
1	6	-4	2	1	9	.	5	.	3.5	-13	CC(=O)Nc1ccc(NC(=O)c2csc([C@H]3C[C@H](O)[C@@H](CO)O3)n2)cc1
38	18	7	-16	1	49*	6	14	12	-0.2	13	C=CCn1cc(/C=C/c2cc[n+](C)cc2)c2ccccc21
6	5	2	-4	10	-3	-6	-8	7	0.8	23	c1ccc2c(c1)ncn2CCN1CCCCC1
-10	-35	-5	23	0	-3	1	-4	-11	4.0	11	O=C(NCC1CCCCC1)c1cccc(-c2ccc(O)cc2)c1
-11	-6	0	17	-4	11	5	-6	0	1.0	-1	Cc1cc(C)cc(NC(=O)C(C)N2C(=O)c3ccccc3C2=O)c1 (configuration not stated)
0	8	-8	5	-5	0	-4	-9	0	2.1	-3	COc1ccc(Cn2c(=O)[nH]c3cc(C(=O)NCCCOC(C)C)ccc3c2=O)cc1
-26	-30	3	-1	-10	-15	1	-28	-2	-2.0	-51	Cc1nc(NC(=O)c2cccnc2)ccc1Br
9	-12	2	2	-4	-5	3	1	0	-0.9	-3	COc1cccc(CCC2C(=O)CCCC2=O)c1
2	11	10	7	-3	3	-5	-4	-1	-1.7	-8	Cc1ccc(S(=O)(=O)N2CCN(C)CC2)c2nsnc12
-7	-4	-2	-3	-7	20	-9	3	-9	-0.2	-49	Cn1c(Cc2ccccc2)nnc1SCc1nc2ccccc2c(=O)[nH]1
-2	1	-18	7	0	5	-1	-3	-5	0.6	18	COc1ccc(NC(=O)CSCC(=O)N(C)Cc2cccc(OC)c2OC)cc1
10	8	-3	6	-1	5	-2	14	-1	-2.2	-9	O=C(Nc1ccccc1F)C1CCN(S(=O)(=O)c2cccc3nonc23)CC1
17	13	6	1	-7	7	1	-10	-4	-3.0	6	O=C(c1ccco1)N1CCN(C(=O)c2cc3ccccc3oc2=O)CC1
-50	-40	-7	0	-3	-7	1	-37	-11	-1.2	-32	CC(Cc1ccccn1)NC(=O)c1ccc(OC2CCN(CCc3ccccc3)CC2)cc1 (configuration not stated)
-4	.	-4	.	13	-12	.	.	.	.	-13	Cc1ccc(-c2c(N)nc3ncccn23)cc1
12	9	-7	6	-14	-14	-3	15	-10	1.6	17	COc1ccc(S(=O)(=O)Nc2ccc3ccccc3c2)cc1C
-18	-21	-4	18	9	10	-13	-38	4	-0.8	-15	COc1ccc(N2C(=NC(=O)C3CCCCC3)SC3CS(=O)(=O)CC32)c(OC)c1 (configuration not stated)
-19	0	0	-7	-1	0	0	-5	-10	-0.4	13	Cc1ccc(NC(=O)c2cnn(C)c2)cc1[N+](=O)[O-]
2	18	-9	6	-5	-4	1	2	-3	0.4	10	COc1ccc(N(Cc2cc3cccc(C)c3[nH]c2=O)C(=O)C2CCCO2)cc1 (configuration not stated)
-24	20	2	11	-2	-4	-1	-16	-5	0.9	-9	Cc1ccc(Cl)c(OCC(=O)OCC(=O)c2ccc[nH]2)c1
0	-23	0	-7	-2	0	-1	-27	-17	-3.7	-16	CCc1ccc(OCc2cnc(Cl)s2)cc1
9	11	4	-3	-5	10	-7	6	4	-0.6	10	CC(C)[C@H](NC(=O)C1CCN(C(=O)[C@H](Cc2ccccc2)NC(=O)OC(C)(C)C)CC1)C(=O)O
-9	39	4	5	-1	18	-6	32	1	1.4	40	O=C(c1cncc(Br)c1)N1CCc2ccccc2C1
-3	12	-3	10	-8	-11	-9	-20	4	-0.3	13	COc1ccc(-c2ccc(SCC(=O)c3ccc(F)cc3)nn2)cc1OC
-7	10	5	8	-5	-4	-1	-24	10	-3.4	-7	O=C(CNC(=O)c1cccc(F)c1)OCc1cc(=O)n2cc(Br)ccc2n1
-15	16	3	11	-3	-4	5	3	2	-1.0	-26	CCOC(=O)N1CCN(C(=O)COc2ccc3c(c2)C(=O)CC2(CCN(C(C)=O)CC2)O3)CC1

2 entries from above, with each value named:
Cc1cc(C)cc(NC(=O)C(C)N2C(=O)c3ccccc3C2=O)c1 (configuration not stated)
  LRH-1 inv ag: -11; SRC3 inh: -6; ABHD5-PLIN5 inh: 0; MC4R antagonist: 17; NOD2-RIPK2 inh: -4; COUP-TFII inh: 11; TLR9-MyD88 inh: 5; NCOA1 inh: -6; EBV LMP1 NFkB: 0; MC4R barr agon: 1.0; SRC2 inh: -1

COc1ccc(Cn2c(=O)[nH]c3cc(C(=O)NCCCOC(C)C)ccc3c2=O)cc1
  LRH-1 inv ag: 0; SRC3 inh: 8; ABHD5-PLIN5 inh: -8; MC4R antagonist: 5; NOD2-RIPK2 inh: -5; COUP-TFII inh: 0; TLR9-MyD88 inh: -4; NCOA1 inh: -9; EBV LMP1 NFkB: 0; MC4R barr agon: 2.1; SRC2 inh: -3

Continued.
LRH-1 inv ag	SRC3 inh	ABHD5-PLIN5 inh	MC4R antagonist	NOD2-RIPK2 inh	COUP-TFII inh	TLR9-MyD88 inh	NCOA1 inh	EBV LMP1 NFkB	MC4R barr agon	SRC2 inh	compound
2	.	1	.	-13	5	.	.	.	.	2	Cc1ccccc1CN1C(=O)CN(S(C)(=O)=O)CC1(C)C(=O)NCc1ccccc1 (configuration not stated)
-8	12	-3	11	-8	-11	3	10	0	-1.9	-3	Cc1cc(=O)oc2cc(OCC(=O)OCC(=O)Nc3ccccc3C(C)C)ccc12
-56	-46	-4	-2	3	-27	-1	-54	-51	-1.6	-29	COc1ccc(C(C#N)=Cc2ccc(N(C)CCC#N)cc2)cc1
-12	-7	-4	16	-5	-10	-2	-59	9	2.3	-37	N#CCC(=O)N/N=C/c1ccc(OCC(=O)Nc2ccc(F)cc2)cc1
4	3	0	-4	2	-14	0	22	7	-3.5	-8	Cc1ccc2c(c1)sc(C)[n+]2CCCS(=O)(=O)[O-]

Bioassay records as filed in PubChem BioAssay.
